TCR activator: Activators of T cell receptors: qHTS campaign; primary human leukocytes, anti-CD3, IL-2 HTRF, 48 h; Potency, µM (series often up to 9.22 µM), inactives show top-dose activation of IL-2 secretion, hits mostly activators; 330,000 tested, under 10 active; further: % of control where 0% means no effect
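IL-2 release read by HTRF sandwich (Eu cryptate donor, d2 acceptor, 665 nm emission) after 48 hr exposure of primary human leukocytes to compound together with anti-CD3 beads in the absence of co-stimulatory signals.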
Eya2 phos inh: qHTS Assay for Inhibitors of the Phosphatase Activity of Eya2. hit rate 0.006% among 330,000. Protein phosphatase EYA2 (Homo sapiens), O00167. AID 488837, 2010. recombinant Eya2, OMFP fluorescence dephosphorylation (OMFP is methylfluorescein phosphate). Potency, µM (titrated, usually from 76.9 µM), for the others: top-dose activity, negative = inhibition, hits mostly inhibitors; further: potency means the concentration at half of the fitted maximal effect; on the % scale 0 is the no-effect control and ±100 the full control effect
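Eya2 protein (added as 0.2 uM solution) was preincubated with compound for 10 min at ambient temperature in 50 mM HEPES pH 7.5, 50 mM NaCl, 5 uM MgCl2, 0.05% BSA, 1 mM DTT. OMFP (added at 50 uM) then reacted 10 min; fluorescence read at 485/525 nm.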
Mito fusion act: qHTS Assay for Small Molecule Inhibitors of Mitochondrial Division or Activators of Mitochondrial Fusion. Potency, µM (series often up to 46.1 µM), for the others: top-dose growth rescue (activation), hits mostly activators. hit rate 0.23% among 320,000. S. cerevisiae fusion-defective mutant growth rescue, CellTiterGlo 48 h;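 further: potency means the concentration at half of the fitted maximal effect; % of control where 0% means no effect; nearly all actives have a fitted effect of over 45% in size; temperature-sensitive fusion mutants such as fzo1-1 at 37 °C on non-fermentable ethanol glycerol medium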
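S. cerevisiae fusion-defective temperature-sensitive mutants (e.g. fzo1-1, mgm1-5) grown 48 h at 37C in YPEG (ethanol/glycerol non-fermentable) medium with 23 nl compound per well; growth rescue read as CellTiterGlo luminescence.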
TSG101-PTAP inh: qHTS Assay for Iinhibitors of HIV-1 Budding by Blocking the Interaction of PTAP/TSG101. Tumor susceptibility gene 101 protein (Homo sapiens), Q99816. Fluorescence polarization, FITC-PTAP peptide / Tsg101 binding. Potency, µM (top dose mostly 115 µM), for inactives: at the top dose activity change, negative = inhibition, usual class: inhibitors. 340,000 tested, under 10 active; active means well fitted inhibition curve with a large enough effect in the main read-out, with a control signal flat, not every such curve was filed as active; inconclusive means small, poorly fitted or top-dose-only effect, or effect the other way, or a change in a side signal; inactive means no such curve, though single readings can be large or run the other way; further: potency means the concentration at half of the fitted maximal effect; % of control where 0% means no effect
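FP read-out: FITC-PTAP peptide, 50 nM final, binding Tsg101 binding domain, 10 uM final; 20 min, r.t.; 10 mM HEPES pH 7.5, 0.15 M NaCl, 0.01% Tween 20, 3 mM EDTA, 0.1 mM TCEP.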
ELG1 repair inh: qHTS screen for small molecules that inhibit ELG1-dependent DNA repair in human embryonic kidney (HEK293T) cells expressing luciferase-tagged ELG1; HEK293T ELG1-luciferase reporter, luminescence, 16 h; DNA damage induced by 5-fluorouridine; Potency, µM (series often up to 46.1 µM), for the others: at the top dose activity change, negative = inhibition, usual class: inhibitors; hit rate 2.3% among 330,000; AID 504467, 2011; further: potency means the concentration at half of the fitted maximal effect; on the % scale 0 is the no-effect control and ±100 the full control effect; nearly all actives have a fitted effect of over 55% in size
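Cells (2,000 per well) received 5-fluorouridine plus test compound or DMSO and were incubated 16 hr at 37 °C, 5% CO2. Luciferase activity was read by luminescence 30 min after ONE-Glo addition; signal suppression marked inhibition of damage-induced ELG1 function.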
uPA generation: qHTS for Inhibitors of Cell Surface uPA Generation | hit rate 0.31% among 330,000 | cell surface uPA generation assay, qHTS | Potency, µM (doses to about 38.3 µM), for the others: top-dose activity change, negative = inhibition, hits mostly inhibitors | AID 540303, 2011; active means well fitted inhibition curve with a large enough effect; inconclusive means small, poorly fitted or top-dose-only effect; inactive means no such curve, though single readings can be large or run the other way; tested in mouse RAW 264.7 cells; further: potency means the concentration at half of the fitted maximal effect; on the % scale 0 is the no-effect control and ±100 the full control effect; nearly all actives have a fitted effect of over 55% in size
USP2a block: qHTS Assay for Inhibitors of Ubiquitin-specific Protease USP2a Using CHOP2 as the Reporter; Ubiquitin carboxyl-terminal hydrolase 2 (Homo sapiens), O75604; USP2 core, Ub-CHOP2 coupled fluorogenic reporter, 485/531; Potency, µM (series often up to 38.3 µM), inactives show top-dose activity change, negative = inhibition, hits mostly inhibitors; hit rate 0.01% among 330,000; AID 463254, 2010;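 further: potency means the concentration at half of the fitted maximal effect; plate controls were DMSO wells for no effect and full inhibition by NEM control for full effect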
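Deubiquitinase activity read as fluorescence (485/531 nm) after Ub-CHOP2 cleavage activates the enterokinase reporter on its substrate; USP2 core 10nM, Ub-CHOP2 and substrate 25nM each, 30min compound preincubation then 60min RT; data normalized to NEM, curves fitted.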
Tb PFK block: qHTS Assay to Find Inhibitors of T. brucei phosphofructokinase; ATP-dependent 6-phosphofructokinase (Trypanosoma brucei brucei), O15648; hit rate 0.17% among 330,000; Potency, µM (series often up to 57.5 µM), without a hit: at the highest dose activity, negative = inhibition, most hits filed as inhibitors; T. brucei PFK, ADP-Glo luminescence;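 further: potency means the concentration at half of the fitted maximal effect; 0% = uninhibited 1x PFK enzyme wells and -100% = no-enzyme wells; nearly all actives have a fitted effect of over 60% in size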
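ADP-Glo luminescence quantified ADP after 45 min at room temperature, with 1.25 nM T. brucei PFK, 0.1 mM ATP and 0.5 mM fructose-6-phosphate in pH 8.0 TEA buffer. qHTS titrations up to 57 µM; curves classified by quality.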
Chronic BCR inh: qHTS Assay to Find Inhibitors of Chronic Active B-Cell Receptor Signaling; ABC-DLBCL IkBa-CBG/CBR reporter, luminescence ratio, 4 h; Potency, µM (titrated, usually from 46.1 µM), without a hit: at the highest dose ratio change, negative = lower green/red ratio, most hits filed as inhibitors; hit rate 0.05% among 340,000; AID 493014, 2011; active means well fitted inhibition curve with a large enough effect in the signal ratio, with a control signal flat, not every such curve was filed as active; inconclusive means small, poorly fitted or top-dose-only effect, or effect the other way, or a change in a side signal; the % refers to the signal ratio;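 further: potency means the concentration at half of the fitted maximal effect; plate controls were basal doxycycline-induced cells for no effect and cells given 10 µM MG132 for full effect; MG132 reads +100%, hits lower the ratio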
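TMD8 human ABC-DLBCL cells with doxycycline-inducible IκBα–green luciferase fusion and unfused red luciferase, in 0.5% FBS medium; compounds up to 46 uM, 4 h at 37C. Green/red luminescence ratio, filter-overlap corrected, fitted to concentration-response curves.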
B2AR arrestin: qHTS assay of beta-arrestin-biased ligands of beta2-adrenergic receptor | hit rate 0.02% among 330,000 | AID 492947, 2010 | Beta-2 adrenergic receptor (Homo sapiens), P07550 | beta-arrestin recruitment to beta2AR, cell-based reporter | Potency, µM (series often up to 46.1 µM), without a hit: at the highest dose activation, hits mostly activators;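 further: potency means the concentration at half of the fitted maximal effect; 0% = DMSO controls and full agonism = EC100 isoproterenol or metaproterenol; nearly all actives have a fitted effect of over 65% in size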
Target sequence (P07550 whole entry, looked up): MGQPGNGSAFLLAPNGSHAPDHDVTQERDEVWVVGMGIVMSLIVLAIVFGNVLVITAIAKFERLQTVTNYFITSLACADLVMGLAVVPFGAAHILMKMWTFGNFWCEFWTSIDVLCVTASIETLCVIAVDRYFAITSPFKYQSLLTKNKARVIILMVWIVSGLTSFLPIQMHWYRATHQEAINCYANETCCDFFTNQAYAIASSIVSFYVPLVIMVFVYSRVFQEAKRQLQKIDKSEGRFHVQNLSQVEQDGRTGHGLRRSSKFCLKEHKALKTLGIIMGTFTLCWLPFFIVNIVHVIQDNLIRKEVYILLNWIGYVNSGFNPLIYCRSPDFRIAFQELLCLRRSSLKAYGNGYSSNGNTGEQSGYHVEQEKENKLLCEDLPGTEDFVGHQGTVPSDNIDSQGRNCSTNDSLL
TSHR antagonist: Antagonists of the Thyroid Stimulating Hormone Receptor: HTS campaign | TSHR-expressing cells, TSH-stimulated cAMP HTRF, 2 h; hits give low values | AID 504810, 2011 | Thyrotropin receptor (Homo sapiens), P16473 | activity change, negative = inhibition, % at 11.5 µM | hit rate 0.2% among 330,000;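 active means activity change below a set negative limit, meaning inhibition stronger than a set level, cut at about -70% in these data; inconclusive means activity change between two set negative limits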; further: on the % scale 0 is the no-effect control and ±100 the full control effect
Target sequence (P16473 whole entry, looked up): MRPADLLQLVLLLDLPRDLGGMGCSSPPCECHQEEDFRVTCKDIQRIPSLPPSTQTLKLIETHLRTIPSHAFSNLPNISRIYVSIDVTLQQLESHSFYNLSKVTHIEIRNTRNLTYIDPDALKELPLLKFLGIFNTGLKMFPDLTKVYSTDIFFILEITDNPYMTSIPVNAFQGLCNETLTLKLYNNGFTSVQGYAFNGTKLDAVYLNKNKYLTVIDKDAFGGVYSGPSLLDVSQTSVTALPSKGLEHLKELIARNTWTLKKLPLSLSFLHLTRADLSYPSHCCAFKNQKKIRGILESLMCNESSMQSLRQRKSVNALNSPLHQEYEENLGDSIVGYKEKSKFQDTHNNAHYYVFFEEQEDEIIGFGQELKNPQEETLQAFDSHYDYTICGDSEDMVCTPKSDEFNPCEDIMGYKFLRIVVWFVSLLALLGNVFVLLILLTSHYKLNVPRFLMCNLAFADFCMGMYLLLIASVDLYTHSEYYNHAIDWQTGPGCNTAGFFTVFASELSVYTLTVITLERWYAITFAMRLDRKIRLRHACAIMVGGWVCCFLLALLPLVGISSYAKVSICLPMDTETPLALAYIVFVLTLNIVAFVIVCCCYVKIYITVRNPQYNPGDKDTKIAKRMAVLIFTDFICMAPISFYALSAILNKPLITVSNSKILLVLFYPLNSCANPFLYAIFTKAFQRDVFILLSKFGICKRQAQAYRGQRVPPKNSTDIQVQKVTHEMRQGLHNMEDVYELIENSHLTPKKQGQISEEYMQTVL
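Freshly harvested TSHR cells receive pin-tooled compound, then EC80 TSH at 4nM final. After 2 hours at 37 deg C, antibody in lysis buffer and cAMP-d2 are added; 30 minutes at ambient temperature precede the HTRF read.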
* marks the source's active call; other numbers are inactive results; [ ] = another dose, or the depositor's remark. Unless noted, the call rests on the fitted dose curve; in most records, active means well fitted curve in the direction sought with a large enough effect; inconclusive means small, poorly fitted or top-dose-only effect, or another doubt; inactive means no such curve, though single readings can be large; an effect the other way counts as inactive or inconclusive.

For Nc1ccc2c(c1Cl)C(=O)c1ccc(N)c(Cl)c1C2=O the results were TCR activator 0%, Eya2 phos inh -1%, Mito fusion act -1%, TSG101-PTAP inh 0%, ELG1 repair inh inconclusive, uPA generation -10%, USP2a block 4%, Tb PFK block inconclusive, Chronic BCR inh 29%, B2AR arrestin -0.6% and TSHR antagonist 5.
For COc1cccc(C(=O)Oc2ccc3ccc(=O)oc3c2)c1 the results were TCR activator 0%, Eya2 phos inh 7%, Mito fusion act -7%, TSG101-PTAP inh 0%, ELG1 repair inh 9%, uPA generation -20%, USP2a block 1%, Tb PFK block -3%, Chronic BCR inh 0%, B2AR arrestin 0.2% and TSHR antagonist -3.
CCCn1c(COc2ccccc2OC)nc2ccccc21 was read as TCR activator -3%, Eya2 phos inh -1%, Mito fusion act -7%, TSG101-PTAP inh -6%, ELG1 repair inh -9%, uPA generation -2%, USP2a block 5%, Tb PFK block 3%, Chronic BCR inh -1%, B2AR arrestin -0.8% and TSHR antagonist -45.
For Cc1ccc(C(=O)N/N=C/c2cn(Cc3ccccc3)c3ccccc23)cn1 the results were TCR activator -1%, Eya2 phos inh -8%, Mito fusion act 3%, TSG101-PTAP inh 5%, ELG1 repair inh 6.5µM*, uPA generation inconclusive, USP2a block -9%, Tb PFK block 0%, Chronic BCR inh inconclusive, B2AR arrestin -1.1% and TSHR antagonist -12.
CCN(CC)C(=O)c1cc(-c2ccc(Br)cc2)on1 was read as TCR activator 0%, Eya2 phos inh 22%, Mito fusion act 0%, TSG101-PTAP inh -5%, ELG1 repair inh inconclusive, USP2a block 1%, Tb PFK block -5%, Chronic BCR inh inconclusive, B2AR arrestin -0.1% and TSHR antagonist -7.
For Cc1ccc(NC(=O)CCc2nc3ccccc3s2)c(O)c1 the results were TCR activator -6%, Eya2 phos inh -8%, Mito fusion act -2%, TSG101-PTAP inh -5%, ELG1 repair inh 7%, uPA generation -14%, USP2a block 3%, Tb PFK block -2%, Chronic BCR inh -1%, B2AR arrestin 0.5% and TSHR antagonist -12.
`Cc1ccccc1/C=N\NC(=O)c1csnn1` gave TCR activator -2%, Eya2 phos inh 6%, Mito fusion act -1%, TSG101-PTAP inh -2%, ELG1 repair inh inconclusive, uPA generation -4%, USP2a block 1%, Tb PFK block -21%, Chronic BCR inh -14%, B2AR arrestin -0.5% and TSHR antagonist -1.
For O=C(c1ccc(CS(=O)c2ccccc2Cl)o1)N1CCOCC1 (stereo unspecified) the results were TCR activator 1%, Eya2 phos inh 2%, Mito fusion act -2%, TSG101-PTAP inh 0%, ELG1 repair inh -5%, uPA generation -3%, USP2a block -1%, Tb PFK block -5%, Chronic BCR inh 2%, B2AR arrestin 0.4% and TSHR antagonist 4.
Cc1ccccc1NC(=O)C1CC(=O)N(Cc2ccccc2)C1 (stereo unspecified) was read as TCR activator 3%, Eya2 phos inh 11%, Mito fusion act -3%, TSG101-PTAP inh 1%, ELG1 repair inh 12%, uPA generation 2%, USP2a block 5%, Tb PFK block 0%, Chronic BCR inh 4%, B2AR arrestin -0.2% and TSHR antagonist 30.
Screening O=C(NCCS(=O)(=O)N1CCN(c2cccc(Cl)c2)CC1)c1cc(=O)c2ccccc2o1 returned TCR activator 0%, Eya2 phos inh -9%, Mito fusion act -12%, TSG101-PTAP inh -4%, ELG1 repair inh -3%, uPA generation 7%, USP2a block 1%, Tb PFK block inconclusive, Chronic BCR inh 7%, B2AR arrestin -0.6% and TSHR antagonist 7.
`CCCOc1ccc(C2C(C(=O)OC)=C(C)N=C3SCCC(=O)N32)cc1OCC` (stereo unspecified) gave TCR activator 5%, Eya2 phos inh 4%, Mito fusion act 5%, TSG101-PTAP inh -6%, ELG1 repair inh 7%, uPA generation 2%, USP2a block 1%, Tb PFK block 0%, Chronic BCR inh -1%, B2AR arrestin 0.4% and TSHR antagonist 0.
`O=C(COc1ccccc1Br)NC1CCCC1` gave TCR activator -9%[46.1 µM], Eya2 phos inh 3%, Mito fusion act 21%, TSG101-PTAP inh -2%, ELG1 repair inh inconclusive, uPA generation 0%, USP2a block -5%, Tb PFK block 4%, Chronic BCR inh -3%, B2AR arrestin -2.9% and TSHR antagonist -4.
`COc1ccccc1N(C)S(=O)(=O)c1ccc(C(=O)Nc2ccc3nc(C)sc3c2)cc1` gave TCR activator 4%[46.1 µM], Eya2 phos inh 3%, Mito fusion act inconclusive, TSG101-PTAP inh 5%, ELG1 repair inh 26µM*, uPA generation -10%, USP2a block 4%, Tb PFK block 0%, Chronic BCR inh -1%, B2AR arrestin 0.3% and TSHR antagonist -4.
`COc1cccc(NC(=O)COC(=O)c2ccccc2SCC(=O)N2CCCC2)c1` gave TCR activator 3%, Eya2 phos inh 0%, Mito fusion act 4%, TSG101-PTAP inh -2%, ELG1 repair inh -15%, uPA generation -1%, USP2a block 0%, Tb PFK block 25%, Chronic BCR inh inconclusive, B2AR arrestin 0.4% and TSHR antagonist -8.
Screening O=C(O)CC(c1ccc(Cl)cc1)n1cccc1 (stereo unspecified) returned TCR activator -1%, Eya2 phos inh 8%, Mito fusion act -2%, TSG101-PTAP inh -2%, ELG1 repair inh 8%, uPA generation 3%, USP2a block -1%, Tb PFK block -1%, Chronic BCR inh 2%, B2AR arrestin -0.4% and TSHR antagonist 9.
For CCCCOC(=O)Nc1cc(C(=O)OC)ccc1C(=O)OC the results were TCR activator 2%, Eya2 phos inh -41%, Mito fusion act 7%, TSG101-PTAP inh -7%, ELG1 repair inh -12%, uPA generation -1%, USP2a block -3%, Tb PFK block -1%, Chronic BCR inh inconclusive, B2AR arrestin 0.0% and TSHR antagonist -5.
For COc1ccc(-n2nc3c(c2NC(=O)COc2ccccc2)CS(=O)(=O)C3)cc1 the results were TCR activator -7%, Eya2 phos inh -8%, Mito fusion act 2%, TSG101-PTAP inh -5%, ELG1 repair inh -3%, uPA generation -3%, USP2a block 0%, Tb PFK block -1%, Chronic BCR inh 2%, B2AR arrestin 0.1% and TSHR antagonist -4.
For O=C(COC(=O)CNC(=O)c1ccco1)NCCN1C(=O)CSC1=O the results were TCR activator 2%, Eya2 phos inh -3%, Mito fusion act -2%, TSG101-PTAP inh 2%, ELG1 repair inh 7%, uPA generation 0%, USP2a block 3%, Tb PFK block -2%, Chronic BCR inh 6%, B2AR arrestin 0.0% and TSHR antagonist 9.
`COC(=O)C1=CN(Cc2cccs2)C=C(C(=O)OC)C1c1cccc(O)c1` gave TCR activator -1%, Eya2 phos inh 7%, Mito fusion act 8%, TSG101-PTAP inh -7%, ELG1 repair inh inconclusive, uPA generation -5%, USP2a block 3%, Tb PFK block -1%, Chronic BCR inh 9%, B2AR arrestin -0.5% and TSHR antagonist -7.
COc1cc(NC(=S)NCc2cccnc2)c(OC)cc1Cl was read as TCR activator 5%, Eya2 phos inh 7%, Mito fusion act 3%, TSG101-PTAP inh 0%, ELG1 repair inh inconclusive, uPA generation 1%, USP2a block 3%, Tb PFK block -3%, Chronic BCR inh 1%, B2AR arrestin -0.2% and TSHR antagonist -6.
For COc1ccc(C2C(C(C)=O)=C(O)C(=O)N2c2nccs2)cc1OC (stereo unspecified) the results were TCR activator 4%[46.1 µM], Eya2 phos inh -14%, Mito fusion act -4%, TSG101-PTAP inh -6%, ELG1 repair inh 4%, uPA generation -1%, USP2a block 6%, Tb PFK block -1%, Chronic BCR inh inconclusive, B2AR arrestin -0.2% and TSHR antagonist -5.
`Cc1c(F)cccc1NC(=O)CSCC(=O)Nc1ccccc1` gave TCR activator 9%, Eya2 phos inh -1%, Mito fusion act 0%, TSG101-PTAP inh -2%, ELG1 repair inh -13%, uPA generation 3%, USP2a block 0%, Tb PFK block -5%, Chronic BCR inh -16%, B2AR arrestin -0.2% and TSHR antagonist 3.
